CAL PDZ FP-1: inhibitors of human CAL PDZ peptide binding; AID 504414; inhibition, % at 20 µM; purified CAL PDZ, TMR-peptide fluorescence polarization, 1 h; Q9HD26; actives 0.02% (n = 330,000);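 active = highest replicate inhibition of at least 40%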;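 also: plate controls were DMSO neutral control wells for no effect and unlabeled competitor peptide control wells for full effect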
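material = purified tagged CAL PDZ domain construct (CerCALP) | buffer or medium = sodium phosphate/NaCl buffer pH 7.4 with TCEP, IgG, Thesit | reagent = TMR-labelled reporter peptide T*-PRC34 bound in PDZ groove | incubation = 1 h room-temperature incubation prior to read | measured by = fluorescence polarization (mP) | evaluation = percent inhibition from loss of millipolarization | control set = unlabelled peptide and DMSO controls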
RTF Ca sens act: increases calcium sensitivity of human cardiac regulated thin filaments. P19429+P45379. IANBD-labeled TnC RTF fluorescence at EC20 calcium; 0% EC20 calcium, 100% full calcium. activation, % at 7.2 µM. actives 0.24% (n = 340,000). AID 493008;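 active = activation above the mean over all tested compounds plus 3 SD, cut at about 30% in these data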;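 also: rise in fluorescence read as greater calcium sensitivity of cardiac thin filaments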
DAGLB inh: diacylglycerol lipase beta (human) inhibition; Q8NCG7; HEK293T DAGLB membrane lysate, EnzChek fluorogenic substrate; inhibition, % at 5.17 µM; actives 0.059% (n = 340,000); in the data active = inhibition above about 34%;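 also: 0% = enzyme with vehicle and 100% = wells lacking enzyme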
PKA-R2B activ: activates the human PKA-R2B holoenzyme complex; PKA-R2B holoenzyme dissociation, Cy5-IP20 fluorescence polarization; R2B truncated from residue 108, S112A mutant; 0% DMSO only, 100% 113 µM cGMP; activation, % at 11.4 µM; actives 0.079% (n = 340,000); AID 504700;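 active = activation above a cutoff set at the mean over all compounds plus 3 SD, cut at about 18% in these data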;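 also: higher means more holoenzyme dissociation and a rise in polarization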
C-LANA FP: blocks KSHV LANA C-terminal domain binding to DNA; inhibition, % at 9 µM; actives 0.078% (n = 340,000); MBP-C-LANA/FAM-LBS DNA binding, fluorescence polarization; AID 504423;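 active = highest replicate inhibition at or above 60% at 9 µM, even if other replicates fall short; inactive = all replicates below 60% inhibition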;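 also: 0% = neutral control wells and 100% = 4 µM acridine orange control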
CAL PDZ FP-2: blocks peptide binding to the human CAL PDZ domain. inhibition, % at 24.9 µM. AID 602252. actives 0.92% (n = 300,000). purified CAL PDZ, TMR-peptide fluorescence polarization, 1 h. Q9HD26;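 active = mean inhibition of at least 30% with at least half of replicates also reaching 30%; inconclusive = no clear call, values can overlap the other calls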;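 also: 0% = DMSO neutral control and 100% = excess unlabeled competitor peptide PRC23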
SR-BI DiI-HDL act: activators of SR-BI mediated HDL lipid uptake; CHO ldlA[mSR-BI] cells, DiI-HDL uptake fluorescence, 3 h; 100 = double the neutral-control signal; activation, % at 12.5 µM; actives 0.096% (n = 320,000); AID 504775;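 active = mean replicate activation of at least 60% and every replicate at or above 60%; inconclusive = mean or all-replicate condition met, but not both; inactive = mean below 60% and not all replicates reaching 60%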;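 also: 0% = median plate neutral-control signal and 100% = twice that signal; values of inactives mirror those of a sister screen read the other way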
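Material: SR-BI-overexpressing, LDLR-lacking CHO cells; schedule: compound exposure 3 h, 37 °C; reagent: DiI-labelled HDL at 10 µg/mL final; technique: bottom-read fluorescence, 550/595 nm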
Rtt109 HAT inh: C. albicans Rtt109 histone acetyltransferase inhibition | Q5AAJ8 | purified Rtt109/Vps75, ThioGlo CoA-SH fluorescence, 4 h | inhibition, % at 34.9 µM | actives 0.16% (n = 330,000);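 active = inhibition of at least 50% in every replicate; inconclusive = best replicate reaches 50% inhibition but some replicates fall short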
Target sequence (Q5AAJ8 whole entry, looked up): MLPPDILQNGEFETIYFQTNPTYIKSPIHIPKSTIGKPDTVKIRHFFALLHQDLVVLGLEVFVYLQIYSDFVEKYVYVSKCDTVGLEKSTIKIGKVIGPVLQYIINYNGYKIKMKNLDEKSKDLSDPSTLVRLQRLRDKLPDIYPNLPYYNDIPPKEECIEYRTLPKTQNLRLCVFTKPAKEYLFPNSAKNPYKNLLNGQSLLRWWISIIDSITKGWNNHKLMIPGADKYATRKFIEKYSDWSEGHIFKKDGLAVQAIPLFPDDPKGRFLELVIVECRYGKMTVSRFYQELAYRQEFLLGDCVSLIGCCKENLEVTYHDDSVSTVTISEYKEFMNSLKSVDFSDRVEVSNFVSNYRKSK
Keap1-Nrf2 PPI: inhibitors of human Keap1-Nrf2 protein-protein interaction | Q14145 | Keap1 Kelch-Nrf2 peptide fluorescence polarization, 1536-well | inhibition, % at 9.4 µM | actives 0.15% (n = 340,000) | AID 504523; in the data active = inhibition above about 12%; inconclusive = no clear call, values can overlap the other calls; inactive = below about 7.3%;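 also: human Keap1 Kelch domain with fluorescein labeled Nrf2 9mer peptide probe; 0% = neutral control wells and 100% = peptide positive control; higher means more block of Keap1 binding to Nrf2 peptide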
Target sequence (Q14145 whole entry, looked up, the tested form may be a part): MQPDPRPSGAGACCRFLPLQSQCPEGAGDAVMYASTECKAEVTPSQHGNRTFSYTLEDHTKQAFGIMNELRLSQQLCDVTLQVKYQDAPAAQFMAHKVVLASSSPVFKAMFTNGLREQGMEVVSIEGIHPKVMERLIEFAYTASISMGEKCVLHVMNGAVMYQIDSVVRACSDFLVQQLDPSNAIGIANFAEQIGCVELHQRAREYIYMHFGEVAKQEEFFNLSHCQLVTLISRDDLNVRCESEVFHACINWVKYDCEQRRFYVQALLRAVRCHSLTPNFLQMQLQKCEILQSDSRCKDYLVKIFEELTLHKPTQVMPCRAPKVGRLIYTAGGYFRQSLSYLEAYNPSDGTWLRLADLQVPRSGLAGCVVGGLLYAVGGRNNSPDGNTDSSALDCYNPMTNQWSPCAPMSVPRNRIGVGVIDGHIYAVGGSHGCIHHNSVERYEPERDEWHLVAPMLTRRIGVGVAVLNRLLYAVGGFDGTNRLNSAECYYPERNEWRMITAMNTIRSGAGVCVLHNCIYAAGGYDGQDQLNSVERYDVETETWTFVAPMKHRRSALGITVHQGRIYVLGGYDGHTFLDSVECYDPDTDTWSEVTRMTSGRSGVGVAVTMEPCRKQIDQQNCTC
RTF Ca sens inh: cardiac RTF calcium desensitization | IANBD-labeled cardiac RTF, Ca2+ fluorescence | inhibition, % at 7.15 µM | actives 0.12% (n = 340,000) | AID 493244;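 active = inhibition above the mean inhibition of all tested compounds plus 3 SD, cut at about 17% in these data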;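 also: assay run at fixed EC70 calcium of 1.6 mM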
Starred values were filed as active, the others as inactive; ? = inconclusive; . = no result given.

SMILES	CAL PDZ FP-1	RTF Ca sens act	DAGLB inh	PKA-R2B activ	C-LANA FP	CAL PDZ FP-2	SR-BI DiI-HDL act	Rtt109 HAT inh	Keap1-Nrf2 PPI	RTF Ca sens inh
CC1Cc2ccccc2N1C(=O)CCn1c(=O)sc2ccccc21 (centres undefined)	-1.1	-1	-4	-6	2.5	.	-15	1	6	0
CCCCc1ncc(CN2CCC(n3nccc3NC(=O)C(OC)c3ccccc3)CC2)[nH]1 (centres undefined)	-1.6	-2	-1	-6	0.3	1	7	-2	-3	-9
Cc1nc(N2CCN(Cc3ccc4c(c3)OCO4)CC2)c2cc(-c3ccccc3)sc2n1	-5.5	15	-10	-1	-0.4	.	-20	-1	-3	-10
CCCc1nnc(NC(=O)CCC(=O)N2CCN(S(=O)(=O)c3ccc(OC)cc3)CC2)s1	-2.1	2	2	-1	0.9	-4	-14	2	-6	2
Cc1cccc(NC(=O)CSCC(=O)Nc2ccccc2C(=O)NC2CC2)c1	0.6	-4	1	-9	-0.3	-1	1	-6	-5	-14
COc1ccc(Cl)cc1C(=O)NNC(=S)NC(=O)/C=C/c1ccco1	0.3	4	4	-6	0.8	.	12	7	-2	-7
Cc1nnc(NC(=O)C2CCN(c3nnnn3-c3ccccc3)CC2)s1	-0.8	0	-1	-8	0.5	-4	1	-2	-9	-8
O=C(CN1C(=O)S/C(=C\C=C\c2ccccc2)C1=O)Nc1ccccc1C(=O)O	-1.4	-2	14	15	5.3	4	.	43	-2	-4
On1nnc2ccc3ccccc3c21	-0.5	-2	1	13	-1.4	-7	3	3	-1	1
O=C(Cn1c(=O)oc2cc(S(=O)(=O)N3CCCC3)ccc21)N1CCN(c2ccccn2)CC1	0.1	-5	1	-4	-0.5	.	-3	10	-2	-4
Cc1cccc(-c2nc(CS(=O)CC(=O)NC3CCCCC3)c(C)o2)c1 (centres undefined)	-0.9	-2	-2	0	1.0	4	4	-1	-6	-2
c1ccc(-c2ccc3c(c2)NC(C2Nc4cc(-c5ccccc5)ccc4O2)O3)cc1 (centres undefined)	0.1	-3	-1	2	-1.3	-3	-8	-1	0	2
Cc1nc2cccc(C(=O)NCc3ccccc3)c2o1	-1.4	3	6	-4	-0.7	2	5	-8	1	-35
COc1ccc(S(=O)(=O)N2CCC(C(=O)NCCC(=O)Nc3nccs3)CC2)cc1	-0.6	1	-2	6	0.1	.	9	-9	-6	-2
CN(Cc1ccccc1)C(=O)N[C@@H](Cc1ccccc1)C(=O)O	-0.2	8	1	-9	3.3	-3	20	-6	-6	7
CCCOc1cccc(C(=O)NCCNC(=O)c2ccco2)c1	0.5	-1	-1	1	-0.5	.	.	4	-5	-2
CCOC(=O)c1cccc(NC(=O)CS(=O)(=O)Cc2nc(-c3cccc(OC)c3)oc2C)c1	-0.2	0	-3	9	-1.6	-2	-59	-3	1	-1
Nc1nc(NCCCN2CCOCC2)nc(Nc2cccc(Cl)c2)c1[N+](=O)[O-]	-0.6	18	-2	-12	-1.2	4	-19	1	1	1
CCC1COC(c2cccn2Cc2ccc(Cl)cc2)=N1 (centres undefined)	-1.6	-11	-8	1	0.1	-3	2	.	0	-3
O=C(Cn1c(-c2ccc(Cl)cc2)noc1=O)N1CCN(c2ccccc2F)CC1	.	4	-2	-1	-0.8	-5	-16	4	-4	-9
O=C(/C=C1\SC(=O)NC1=O)Nc1ccc(F)cc1	-4.8	10	-4	-1	0.2	.	-4	-4	-6	-8
O=C(CCCN1C(=O)/C(=C/c2cccc(Br)c2)SC1=S)Nc1cccnc1	-0.6	.	.	.	-0.9	1	-20	-6	-1	.
Cc1c(C(=O)NC2CC2)oc2ccccc12	0.3	19	-1	6	0.2	.	5	-5	-1	-34
CSc1cccc(NC(=S)N(CCC(C)C)C2CCN(C(C)C)CC2)c1	-2.8	-2	0	6	-0.7	-1	-1	1	-1	-3
Cn1c(/C=C/c2ccccc2[N+](=O)[O-])nc2ccccc2c1=O	-0.4	-6	-1	5	-1.8	-4	-12	-12	-1	4
Further records:
SMILES	CAL PDZ FP-1	RTF Ca sens act	DAGLB inh	PKA-R2B activ	C-LANA FP	CAL PDZ FP-2	SR-BI DiI-HDL act	Rtt109 HAT inh	Keap1-Nrf2 PPI	RTF Ca sens inh
O=c1[nH]c(Sc2ccc([N+](=O)[O-])cc2[N+](=O)[O-])nc2ccccc12	0.3	7	-36	4	-6.2	.	-8	13	1	4
COc1ccccc1OCCC(=O)Nc1cccc(S(=O)(=O)N2CCOCC2)c1	1.0	-2	-2	8	-3.3	-3	-6	-7	2	-8
CC(C)c1ccc(CCNC(=O)c2ccc([N+](=O)[O-])cc2)cc1	-2.3	3	-4	-5	-0.5	1	6	.	-3	-7
CCCc1nnc(NC(=O)NCCN2C(=O)C3C4C=CC(C4)C3C2=O)s1 (centres undefined)	-2.5	1	0	-16	0.3	.	.	8	-6	-8
O=C(NC1CCCCC1)C(c1cccs1)N(Cc1cccs1)C(=O)c1cccs1 (centres undefined)	-1.4	3	-5	-11	-0.6	-3	-12	-9	0	-8
CCOC(=O)C[n+]1c(C)ccc2c1CCC2	-2.6	-4	0	-3	1.0	0	-11	-5	-1	-2
CCCCc1ccc(NC(=S)NCc2ccccc2OC)cc1	0.1	-3	1	-4	0.2	2	-15	-1	3	-9
Cc1ccc(NC(=O)CS(=O)Cc2nc(-c3ccc(C)cc3)oc2C)cc1 (centres undefined)	0.0	-1	0	-6	-0.6	3	-9	9	1	-4
CCn1nc(NC(=O)c2ccccc2)c2cc3cccc(C)c3nc21	-2.5	2	-6	-9	0.3	14	-26	-13	-6	-4
Cc1cccc(C)c1NC(=O)CCc1nnc2ccc(N3CCCC3)nn12	0.2	1	0	13	0.4	7	-14	-3	-4	-9
COc1ccccc1CC(=O)N1CCN(S(=O)(=O)c2ccccc2F)CC1	-1.8	1	2	-13	-1.8	.	4	?	-2	5
Cc1cc(Br)cc2c(C(=O)NCC3CCCO3)cc(-c3ccccc3)nc12 (centres undefined)	-2.1	7	-2	2	0.1	1	-51	-5	-3	-2
OCCN(Cc1ccccc1)Cc1ncccc1O	0.1	4	0	-1	-1.6	-5	25	-3	-2	-2
Cc1nc2ccc(NC(=O)c3ccc([N+](=O)[O-])cc3[N+](=O)[O-])cc2s1	-4.0	-1	1	0	-2.1	-6	-32	-4	0	-1
Fc1ccc(-n2cc(CNCCc3ccccn3)c(-c3ccccc3Cl)n2)cc1	-1.8	-2	-4	-2	-0.1	-3	24	13	-2	-3
COCCNC(=O)CCn1nc(-c2ccc(C)cc2)ccc1=O	-0.9	0	-2	7	-1.2	-2	3	-6	1	-3
NC(=O)CSc1nnc(NC(=O)C2CC(=O)N(c3ccc(F)cc3)C2)s1 (centres undefined)	-0.1	-2	3	-8	1.9	-3	-11	2	2	2
O=C(O)CCn1cc(/C=C/C(=O)c2ccc(Cl)cc2)c(-c2cccc(Br)c2)n1	-1.3	2	10	4	3.3	-8	16	21	-1	5
COc1cc2ncnc(NCc3cccs3)c2cc1OC	-3.9	2	1	2	0.8	-1	16	-6	-2	-1
CCC(CC)NC(=O)c1ccc(NS(=O)(=O)c2ccc3[nH]c(=O)[nH]c3c2)cc1	-2.2	-1	0	5	0.1	.	2	-3	0	-14
CCCCOCCCNC(=O)c1ccc(OC)cc1	0.1	-1	-1	-2	1.0	0	37	2	1	-10
Cc1ccc(-c2nnc(SCC(=O)Nc3ccccc3N3CCOCC3)o2)cc1	-0.7	-1	1	5	0.1	1	-2	-39	-3	-5
Nc1ccnn1Cc1cccs1	-1.4	-4	0	-6	-0.9	-2	-5	-9	0	5
CC(=O)Nc1ccc(NC(=O)C(C)OC(=O)c2ccccc2Sc2ccccc2C#N)cc1 (centres undefined)	-0.8	4	0	-12	-0.5	.	-17	-4	-12	1

Pulled by compound from the entries so far (3):
SMILES	CAL PDZ FP-1	RTF Ca sens act	DAGLB inh	PKA-R2B activ	C-LANA FP	CAL PDZ FP-2	SR-BI DiI-HDL act	Rtt109 HAT inh	Keap1-Nrf2 PPI	RTF Ca sens inh
CCn1nc(NC(=O)c2ccccc2)c2cc3cccc(C)c3nc21	-2.5	2	-6	-9	0.3	14	-26	-13	-6	-4
OCCN(Cc1ccccc1)Cc1ncccc1O	0.1	4	0	-1	-1.6	-5	25	-3	-2	-2
O=C(NC1CCCCC1)C(c1cccs1)N(Cc1cccs1)C(=O)c1cccs1 (centres undefined)	-1.4	3	-5	-11	-0.6	-3	-12	-9	0	-8

In the list so far, 6 have a Cl atom:
SMILES	CAL PDZ FP-1	RTF Ca sens act	DAGLB inh	PKA-R2B activ	C-LANA FP	CAL PDZ FP-2	SR-BI DiI-HDL act	Rtt109 HAT inh	Keap1-Nrf2 PPI	RTF Ca sens inh
COc1ccc(Cl)cc1C(=O)NNC(=S)NC(=O)/C=C/c1ccco1	0.3	4	4	-6	0.8	.	12	7	-2	-7
Nc1nc(NCCCN2CCOCC2)nc(Nc2cccc(Cl)c2)c1[N+](=O)[O-]	-0.6	18	-2	-12	-1.2	4	-19	1	1	1
CCC1COC(c2cccn2Cc2ccc(Cl)cc2)=N1 (centres undefined)	-1.6	-11	-8	1	0.1	-3	2	.	0	-3
O=C(Cn1c(-c2ccc(Cl)cc2)noc1=O)N1CCN(c2ccccc2F)CC1	.	4	-2	-1	-0.8	-5	-16	4	-4	-9
Fc1ccc(-n2cc(CNCCc3ccccn3)c(-c3ccccc3Cl)n2)cc1	-1.8	-2	-4	-2	-0.1	-3	24	13	-2	-3
O=C(O)CCn1cc(/C=C/C(=O)c2ccc(Cl)cc2)c(-c2cccc(Br)c2)n1	-1.3	2	10	4	3.3	-8	16	21	-1	5
